Bioassay records (PubChem BioAssay)
SSB-PriA inh: inhibitors of Klebsiella pneumoniae PriA binding to SSB C-terminal tail; AlphaScreen SSBct-PriA binding, biotinylated peptide; inhibition, % at 33 µM; actives 0.6% (n = 430,000); AID 1272365; in the data active = inhibition mostly above about 37%, no sharp cut-off; inactive = mostly below about 20%;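 note: plate controls were negative control peptide for no effect and reference peptide for full effect; strong numbers were not always called active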
* marks the source's active call; other numbers are inactive results; & = joins results of further samples.

Sample of the layout, 2 compounds:
SMILES	SSB-PriA inh
CCOC(=O)c1sc2nc(C)cc(C)c2c1NC(=O)C1COc2ccccc2O1 (configuration not stated)	1
O=S(=O)(CCOc1ccccc1)N1CCN(c2ncccn2)CC1	-11

The whole of this part (from the top)
SMILES	SSB-PriA inh
CCOC(=O)c1sc2nc(C)cc(C)c2c1NC(=O)C1COc2ccccc2O1 (configuration not stated)	1
O=S(=O)(CCOc1ccccc1)N1CCN(c2ncccn2)CC1	-11
CCOCC(=O)NCCn1nc(-c2ccncc2)c2c1CCCC2	-10
COc1ccc(-c2csc(CN3CCN(C(=O)Cn4ccc5ccccc54)CC3)n2)cc1	-1
O=C(CSc1nc(-c2cccc([N+](=O)[O-])c2)cs1)c1ccc2c(c1)OCO2	-3
O=C1NC2(CCNCC2)N=C1c1ccc(F)cc1	3
COc1ccc(CC(=O)Nc2cc(N3CCCS3(=O)=O)ccc2C)cc1OC	-4
Cc1oncc1C(=O)Nc1ccc2c(c1)N(C(=O)C1CCCC1)CC2	3
NC1CC(=O)N(Cc2ccccc2)C1 (configuration not stated)	-5&14
O=C(Nc1cnc(N2CCCC2)nc1)c1ccccn1	-17
O=C(c1c[nH]c2ccccc12)N1CCC(CSc2ccccn2)CC1	-3
Cc1cc(C)c(S(=O)(=O)N2CCN(c3ccc4nncn4n3)CC2)cc1C	10
CCN(c1ccsc1C(=O)N1CCCCCC1)S(=O)(=O)c1ccc(Cl)cc1	-4
COc1cccc(C(=O)N(Cc2cnc3ccccn23)c2ccccc2)c1OC	1
O[C@H](c1ccc(Cl)cc1)C1CCNCC1	-12
Cc1cc(C(=O)NCc2ccnc(-c3ccsc3)c2)c(C)o1	-21
NC(=O)C1CCN(C(=O)c2c[nH]c3c(C(F)(F)F)cccc3c2=O)CC1	10
CC(C)C1CNC(=O)C1 (configuration not stated)	-4
O=c1c2nnn(Cc3cccc(Cl)c3)c2ncn1Cc1nc(-c2ccc3c(c2)OCO3)no1	-8
COc1ccc2nc(-c3ccc(F)c(NC(=O)Cc4ccccc4)c3)cn2n1	-4
COC(=O)c1ccc(C2C(S(=O)(=O)c3ccc(C)cc3)=C(O)C(=O)N2Cc2ccc(F)cc2)cc1 (configuration not stated)	-2
O=C(O)/C=C/C(=O)Nc1ccccc1C(F)(F)F	0
COCCCNC(=S)NS(=O)(=O)c1ccccc1	2
O=C(CCc1ccc(Cl)c(C(F)(F)F)c1)N1CC(S(=O)(=O)c2ccc(F)cc2)C1	-7
Cn1nc(C2CCN(CC(=O)Nc3nc4ccccc4s3)CC2)n(-c2ccccc2)c1=O	-3
Cc1ccc(S(=O)(=O)N2CCOC23CCN(C(=O)C(=O)Nc2ccc(C)cc2C)CC3)cc1	-12&0
Cc1cc(C)n(-c2nc(-c3ccccc3)cc(=O)n2CC(=O)N2CCCCCC2)n1	6
CCN1C(=O)/C(=C\N(C)C)SC1=NS(=O)(=O)c1ccc(C)cc1	-19
Cc1ccccc1N1C(=O)c2cccc3c(C(=O)O)ccc(c23)C1=O	10
Cn1cc(C(=O)Nc2ccc(Cl)c([N+](=O)[O-])c2)c2[nH]c(=O)n(-c3ccc(Cl)cc3)c(=O)c21	10
N=C(N)N=C1NC(=O)C(Cc2ccccc2Cl)S1 (configuration not stated)	2
Cc1nnc2ccc(-c3cccc(NS(=O)(=O)c4cccc(C(F)(F)F)c4)c3)nn12	-8
CCOC(=O)c1ccc(S(=O)(=O)N2CCN(c3ccc4nncn4n3)CC2)cc1	10
Cc1ccc(N2CCn3c2nnc(C(=O)NCCc2c[nH]c4ccccc24)c3=O)cc1	-1
Cc1cc(CNS(=O)(=O)c2ccc(C(F)(F)F)cc2)nc(N2CCOCC2)n1	1
CC(C)(C)c1ccc(NC(=O)CCSc2ccc3ccccc3n2)cc1	-30&-4
O=C(NCC1(c2cccs2)CC1)C(=O)Nc1ccc(F)c(F)c1	-15
CCOc1ccc(-c2csc(-n3nc(C)cc3NC(=O)c3cc4ccccc4o3)n2)cc1	-10
CCOC(=O)c1c(NC(=O)c2cccc(Br)c2)sc2c1CCCCC2	-8
CC(C)N(C(=O)CSc1nnc(C2CCCCC2)n1N)c1ccccc1	15
Cc1nc2sccn2c(=O)c1NC(=O)C1CCCO1 (configuration not stated)	-16
O=C(NCCC(O)c1cccs1)Nc1cccs1 (configuration not stated)	1
COc1cc(-c2cc(C(=O)N3CC(Oc4cc(C)oc(=O)c4)C3)[nH]n2)cc(OC)c1OC	8
NC(=NOC(=O)C1CC1)c1ccc([N+](=O)[O-])s1	0
Nc1ncnc(Nc2ccc(S(N)(=O)=O)cc2)c1[N+](=O)[O-]	-1
Cc1cc(S(=O)(=O)Nc2cccnc2)ccc1F	8
CC(=NNC(=O)Cc1ccc(Br)cc1)c1cccnc1	-8
COc1ccc(SCCCC(=O)Nc2nccs2)cc1	-6&4
O=C(NCCn1ncc2c(=O)n(Cc3cccc(Cl)c3)cnc21)C1(c2ccc(Cl)cc2)CCCC1	-4
Cn1nc(C(=O)N2CCSCC2)c2ccccc21	-12
Next part.
SMILES	SSB-PriA inh
O=C(C=CNNC(=O)c1ccccc1O)c1ccccc1	10
CCn1nnc2c(N3CCN(c4ccc(F)cc4)CC3)ncnc21	11
COc1ccc(-c2c(-c3ccc(O)cc3O)n[nH]c2C)cc1	18
Cc1cc(C)c2sc(N(CCN(C)C)C(=O)c3ccc(S(=O)(=O)N4CCCC4)cc3)nc2c1	11
CCOC(=O)C(C)C(C)=NNC(=O)c1cc2ccccc2cc1O (configuration not stated)	-3
CCOC(=O)c1ccccc1NC(=O)c1cc(N2CCCC2)ncn1	-33
O=C(c1cc2cc(F)ccc2s1)N1CC(S(=O)(=O)Cc2ccco2)C1	0
O=c1c2scc(-c3cccc(F)c3)c2ncn1Cc1ccccc1Cl	-10
Fc1cccc(Cl)c1CSc1ncnc2c1oc1ccccc12	0
CN(C)C(CNC(=O)C(=O)Nc1ccncc1)c1ccco1 (configuration not stated)	-4
CN1C(=O)/C(=C2\SC(=N)NC2=O)c2ccccc21	-5
O=C(NCC1CCCN1c1ccccc1)c1cnc2ccccc2n1 (configuration not stated)	30
CCCCNC(=O)c1nnn(-c2cccc(Cl)c2C)c1C	-1
C=CCSc1nnc(C)c(=O)[nH]1	-21
C=CCNC(=O)C(=O)NN=Cc1ccco1	4
COc1cc(CN2CCN(C[C@H](C)O)CC2)cc(OC)c1	-1
Cc1nnc(CNC(=O)c2ccc(=O)n(C)n2)o1	-12
CC(=O)N1CC(C(=O)Nc2ccc3ncccc3c2)C1	-18
CNC(=O)CSc1nc2c(cnn2-c2cccc(Cl)c2)c(=O)[nH]1	-1
O=C(CN1C(=O)c2ccccc2C1=O)Nc1c2c(nn1-c1ccc(Cl)cc1)CSC2	-5
Cn1c(=NC(=O)C2CC2)sc2c3ccccc3ccc21	-7
Cc1cc(C)c2sc(N(Cc3cccnc3)C(=O)COc3ccccc3)nc2c1	7
Cc1cc(C)nc(N=C(N)Nc2ccccc2-c2ccccc2)n1	4
Cc1nc2ccc(NC(=O)C(C)(C)C)cc2c(=O)n1-c1ccc(F)cc1	-5
O=C(NCc1cccs1)C1CCN(c2ccc(-c3ccco3)nn2)CC1	11
Cc1ccc(C=NN2CCN(c3ccccc3)CC2)cc1	-2
CN(C)S(=O)(=O)c1ccc(C(=O)NNC(=O)c2ccc3ncsc3c2)cc1	7
O=C(CS(=O)(=O)Cc1ccccc1)N(CC1CCCO1)c1nc2c(F)cccc2s1 (configuration not stated)	-5
Cc1nc(NCc2ccccc2)c2ccsc2n1	-22
Cc1cc(=O)n2c(n1)SCC2CC(=O)NCC1CCCO1 (configuration not stated)	-6
CCOC(=O)c1ccc2nc(-c3ccccc3)cc(OCC(=O)NC3CCCC3)c2c1	-7
Cc1ccc(SC(=NS(=O)(=O)c2ccc(Cl)cc2)c2ccccc2)cc1	-6
CCSc1ccccc1C(=O)NCC#CCN1CCOCC1	-12
COc1ccc(C=Nn2cnn(Cc3ccccc3Cl)c2=S)cc1OC	0
CN(C[C@H]1Cc2ccccc2CO1)C(=O)Cn1cnc2c1c(=O)n(C)c(=O)n2C	-6
CCOC(=O)C(=NNc1ccccc1)S(=O)(=O)c1ccccc1	-2
O=C(CCn1c2c(c3ccccc31)CCCC2)NN=Cc1ccc(OCc2ccccc2)cc1	5
COc1ccc(C(=O)Nc2cc(C)nn2-c2nc3c(cnn3-c3ccc(F)cc3)c(=O)[nH]2)cc1OC	53*
CCN(CC)CC(=O)N1N=C(c2ccc(OC)cc2)C[C@H]1c1cccc(OC)c1OC	-16
C=CCOc1ccc(C(O)=C2C(=O)C(=O)N(CCCN3CCOCC3)C2c2ccccc2)cc1 (configuration not stated)	-11
O=C(COc1ccc(Cl)cc1Cl)Nc1ccc2c(c1)N(C(=O)C1CC1)CC2	-8
O=C(Nc1cccc(Br)c1)c1ccc(=O)n(Cc2cccc([N+](=O)[O-])c2)c1	16
COc1ccccc1-c1nnc(C2CCN(C(=O)Nc3ccccc3)CC2)s1	-16
CCOc1cccc2sc(N(Cc3ccccc3)C(=O)c3ccn(CC)n3)nc12	-17
O=C(Cc1cccnc1)N1CCC[C@H](Cc2nc(C3CC3)no2)C1	-2
O=C(NN=Cc1cc([N+](=O)[O-])ccc1O)C1CC1	1
CN(CC(=O)NC1CC(O)C(CO)C1)S(C)(=O)=O (configuration not stated)	-3
Cc1nc(SCC(=O)Nc2cc(C(F)(F)F)ccc2Cl)c2c3c(sc2n1)CCCC3	-8
COc1ccccc1[C@@H]1NC(=O)NC(C)=C1C(=O)Nc1ccc(F)c(F)c1	-7
COc1ccc(Cl)cc1C(=O)N1CCN(c2ccc(-n3cccn3)nn2)CC1	-11
New compounds follow.
SMILES	SSB-PriA inh
CC(C)C(N)P(=O)(O)O (configuration not stated)	-1
COc1ccc(CC(=O)N2CCN(c3cc(Nc4cc(C)ccn4)nc(C)n3)CC2)cc1	-11
COc1cc(C=NNC(=O)CCOc2ccccc2C)cc(Br)c1O	-1
Cc1nc(-c2cccs2)sc1CNC(=O)c1cc(-c2ccco2)[nH]n1	16
Cc1nc(-c2cccs2)sc1CNC(=O)c1c[nH]c(=O)n(-c2ccc(F)cc2)c1=O	0
Cc1ccc(-n2cc(C(=O)NCCc3ccccc3)nn2)cc1	-18
COC(=O)C1CC(OC)CN1C(=O)CCc1c(F)cccc1Cl (configuration not stated)	-7
CCC(=O)N(CCn1nc(C)cc1C)c1nc2c(C(C)C)cccc2s1	-20
CCC(C(=O)Nc1cccc(-c2cnc3n2CCC3)c1)c1ccccc1 (configuration not stated)	24
O=C(NCc1ccsc1)c1cccc(C(F)(F)F)c1	-10
Cc1ccccc1COc1cn(CC(=O)N2CCN(c3ccccc3)CC2)c(CO)cc1=O	10
COc1cc(S(=O)(=O)N2CCN(CCO)CC2)c(OC)cc1Cl	0
Cc1ccccc1C(=O)NCC1(c2cccs2)CCCC1	-5
CCOC(=O)c1c(-c2ccc(Br)cc2)csc1NC(=O)CN1CC(C)OC(C)C1 (configuration not stated)	8
CCOC(=O)c1ccc(NC(=O)C2CCCN(S(C)(=O)=O)C2)cc1 (configuration not stated)	-22
CC1CCc2c(sc(NC(=O)c3ccc(Cl)s3)c2C#N)C1 (configuration not stated)	5
CC1(C)CC(C)(c2ccccc2)c2ccccc2N1 (configuration not stated)	-6
Cc1ccc(NCC(=O)NN=Cc2cc3ccccc3nc2Cl)cc1	2
O=C(NCC1CCN(S(=O)(=O)c2cccnc2)CC1)c1ccco1	8
Cc1ccccc1-c1noc(C[C@H]2CCCN(C(=O)c3cc(-c4ccccc4)n[nH]3)C2)n1	-6

19 of these compounds in another layout:
Structure,SSB-PriA inh
COc1ccccc1[C@@H]1NC(=O)NC(C)=C1C(=O)Nc1ccc(F)c(F)c1,-7
COc1ccc(Cl)cc1C(=O)N1CCN(c2ccc(-n3cccn3)nn2)CC1,-11
CC(C)C(N)P(=O)(O)O (configuration not stated),-1
COc1ccc(CC(=O)N2CCN(c3cc(Nc4cc(C)ccn4)nc(C)n3)CC2)cc1,-11
COc1cc(C=NNC(=O)CCOc2ccccc2C)cc(Br)c1O,-1
Cc1nc(-c2cccs2)sc1CNC(=O)c1cc(-c2ccco2)[nH]n1,16
Cc1nc(-c2cccs2)sc1CNC(=O)c1c[nH]c(=O)n(-c2ccc(F)cc2)c1=O,0
Cc1ccc(-n2cc(C(=O)NCCc3ccccc3)nn2)cc1,-18
COC(=O)C1CC(OC)CN1C(=O)CCc1c(F)cccc1Cl (configuration not stated),-7
CCC(=O)N(CCn1nc(C)cc1C)c1nc2c(C(C)C)cccc2s1,-20
CCC(C(=O)Nc1cccc(-c2cnc3n2CCC3)c1)c1ccccc1 (configuration not stated),24
O=C(NCc1ccsc1)c1cccc(C(F)(F)F)c1,-10
Cc1ccccc1COc1cn(CC(=O)N2CCN(c3ccccc3)CC2)c(CO)cc1=O,10
COc1cc(S(=O)(=O)N2CCN(CCO)CC2)c(OC)cc1Cl,0
Cc1ccccc1C(=O)NCC1(c2cccs2)CCCC1,-5
CCOC(=O)c1c(-c2ccc(Br)cc2)csc1NC(=O)CN1CC(C)OC(C)C1 (configuration not stated),8
CCOC(=O)c1ccc(NC(=O)C2CCCN(S(C)(=O)=O)C2)cc1 (configuration not stated),-22
CC1CCc2c(sc(NC(=O)c3ccc(Cl)s3)c2C#N)C1 (configuration not stated),5
CC1(C)CC(C)(c2ccccc2)c2ccccc2N1 (configuration not stated),-6

Continuation.
SMILES	SSB-PriA inh
COc1ccc(NC(=O)CSc2ncnc3nc(-c4ccc(C)cc4)ncc23)cc1	-21
CC(Sc1ccccc1)C(=O)NN=Cc1ccccc1 (configuration not stated)	-12
Cc1nc2ccc(Br)cn2c1C(=O)NN=Cc1ccccc1[N+](=O)[O-]	-21
Cn1c(=O)n(N=Cc2ccccc2)c2ccccc21	-10
Cc1ccc(C)c(Cn2cc(SCC(=O)N3CCc4ccccc43)c3ccccc32)c1	1
CS(=O)(=O)c1ccccc1C(=O)Nc1nc(-c2cc3ccccc3o2)cs1	20
CC1(C)C(=O)NCCN1C(=O)CCCS(=O)(=O)c1ccc(F)cc1	12&-16
Cc1cccc(-c2n[nH]c(=S)n2N=Cc2cccs2)c1	9

Not all compounds are listed; count on the stated rates, not on these rows.
